# STAT1 act: STAT1 signaling activation. NIH 3T3 STAT1-luciferase reporter, IFN-gamma, luminescence; 100% = IFN-gamma alone, no compound. 200,000 tested, 2.6% active. AID 932. activation (% of control), % at 5.5 µM;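 active means activation above the screen-wide mean activation plus 3 SD, cut at about 130% in these data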;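 further: raw ratio to IFN-gamma control signal so 100% means no change and 0% no light; values of inactives mirror those of a sister screen read the other way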
# STAT1 blocker: reduces IFN-gamma driven STAT1 reporter signal; NIH 3T3 STAT1-luciferase reporter, luminescence; inhibition, % at 5.5 µM; 200,000 tested, 0.35% active;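 active means inhibition above a set limit, the mean inhibition across all tested compounds plus 3 SD, cut at about 34% in these data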;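 further: 0% = IFN-gamma with DMSO and 100% = IFN-gamma with 300 µM nifuroxazide; values of inactives mirror those of a sister screen read the other way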
# STAT3 act: increases IL-6 driven STAT3 reporter signal. U3A cells, IL-6 STAT3-luciferase reporter, luminescence; 100% = signal with IL-6 EC80 alone. activation (% of control), % at 5.6 µM. 190,000 tested, 0.91% active. AID 871;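 active means activation above the screen-wide mean of compound activation plus 3 SD, cut at about 130% in these data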;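 further: 0% = background luminescence of wells with medium and substrate only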
#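 Test system: STAT3-luciferase reporter U3A cells; Detection: reporter luminescence signal; Times: 1 h compound pre-exposure, 6 h IL-6 stimulation, 37 °C; Benchmarks: IL-6-only high control; Also added: IL-6 stimulus at 33 ng/mL final.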
# APP transl inh: APP translation inhibition; SH-SY5Y APP 5'UTR-luciferase reporter, luminescence; inhibition, % at 2 µM; 190,000 tested, 0.82% active; AID 1285;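 active means inhibition above a set limit, derived from the sample mean plus 3 SD, cut at about 45% in these data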; further: values of inactives mirror those of a sister screen read the other way
# TLR4 MyD88 comp: inhibitors of human TLR4-MyD88 binding. HeLa CL3-4 TLR4/MyD88 BLA complementation, FRET ratio. inhibition, % at 8.4 µM. AID 861. 200,000 tested, 0.18% active; in the data active means inhibition above about 25%;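 further: 0% = vehicle and 100% = reference inhibitor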
# Target sequence (O00206 whole entry, looked up): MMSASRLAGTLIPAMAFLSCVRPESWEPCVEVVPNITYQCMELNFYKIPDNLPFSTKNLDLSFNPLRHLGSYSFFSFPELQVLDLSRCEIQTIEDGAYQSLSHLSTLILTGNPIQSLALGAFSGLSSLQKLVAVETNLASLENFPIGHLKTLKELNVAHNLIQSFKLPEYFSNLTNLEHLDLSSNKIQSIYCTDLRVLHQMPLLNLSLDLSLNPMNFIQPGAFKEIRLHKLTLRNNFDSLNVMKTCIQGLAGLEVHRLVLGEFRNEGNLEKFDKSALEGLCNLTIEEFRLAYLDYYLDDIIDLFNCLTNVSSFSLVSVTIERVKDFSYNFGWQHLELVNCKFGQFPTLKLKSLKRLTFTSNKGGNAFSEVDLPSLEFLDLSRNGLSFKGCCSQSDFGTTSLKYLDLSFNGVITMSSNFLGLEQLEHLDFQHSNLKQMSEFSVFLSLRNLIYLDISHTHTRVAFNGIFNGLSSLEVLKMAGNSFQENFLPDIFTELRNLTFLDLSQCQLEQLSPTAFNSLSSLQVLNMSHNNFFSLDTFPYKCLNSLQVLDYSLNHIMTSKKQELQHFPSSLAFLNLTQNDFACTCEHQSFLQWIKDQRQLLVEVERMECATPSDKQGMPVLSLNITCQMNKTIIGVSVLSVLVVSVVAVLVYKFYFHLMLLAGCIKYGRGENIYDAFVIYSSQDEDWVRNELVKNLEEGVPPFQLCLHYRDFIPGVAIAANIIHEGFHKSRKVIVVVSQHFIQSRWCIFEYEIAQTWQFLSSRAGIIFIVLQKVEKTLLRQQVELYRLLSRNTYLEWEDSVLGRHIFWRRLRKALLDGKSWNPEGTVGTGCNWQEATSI
# Target sequence (Q99836 whole entry, looked up): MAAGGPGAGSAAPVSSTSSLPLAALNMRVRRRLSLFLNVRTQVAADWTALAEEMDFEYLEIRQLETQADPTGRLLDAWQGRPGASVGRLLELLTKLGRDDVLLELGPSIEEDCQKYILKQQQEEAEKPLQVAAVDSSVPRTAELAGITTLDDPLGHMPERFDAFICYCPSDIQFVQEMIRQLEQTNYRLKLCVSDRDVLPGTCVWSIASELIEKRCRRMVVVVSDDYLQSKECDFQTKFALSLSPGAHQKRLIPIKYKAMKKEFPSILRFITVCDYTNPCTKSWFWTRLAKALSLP
# Diaph inh CS: counter-screen for diaphorase-based assays: diaphorase inhibitors and chemical oxidizers | diaphorase resazurin-to-resorufin fluorescence, NADH, 16 min; bacterial (C. kluyveri) enzyme, not human | inhibition, % at 20 µM | 190,000 tested, 0.69% active | AID 1217;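 active means primary screen inhibition at 20 µM above a set limit, cut at about 50% in these data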;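 further: plate controls were DMSO with full reaction for no effect and wells lacking NADH for full effect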
#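 Test system: diaphorase enzyme from Clostridium kluyveri; amount: diaphorase at 0.14 U/mL in enzyme working solution; detection: fluorescence of resorufin formed from resazurin, Ex 544/Em 590 nm; times: reaction incubation of 16 min at room temperature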
# STAT3 blocker: reduces IL-6 driven STAT3 reporter signal | U3A cells, IL-6 STAT3-luciferase reporter, luminescence; host cell line lacks STAT1 | inhibition, % at 5.5 µM | 190,000 tested, 0.89% active | AID 862;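 active means inhibition above the mean inhibition across all screened compounds plus 3 SD, cut at about 44% in these data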;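 further: 0% = DMSO only wells and 100% = 100 µM nifuroxazide control wells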
# Diaphorase act: diaphorase activation or chemical reduction counter-screen. activation factor at 20 µM. Diaphorase/resazurin coupled assay, resorufin fluorescence, 16 min; hits give high values; 1 = vehicle wells, 0 = NADH-free wells. 190,000 tested, 0.005% active;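 active means diaphorase activity raised at least twofold by the compound at 20 µM; inactive means activation factor below 2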
#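 Assay system: bacterial diaphorase enzyme (C. kluyveri) / Input: enzyme 0.07 U/mL final / Medium: 50 mM HEPES pH 7.4 with 4.542 mM MgCl2, 0.005% Tween 20 / Doses: single compound dose of 20 µM, 1% DMSO final / Incubation: 16 min enzyme reaction, ambient temperature / Signal: fluorescence, excitation 544 nm and emission 590 nm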
# G6PDH CS: counter-screen for G6PDH assay hits: L. mesenteroides G6PDH inhibition. Purified L. mesenteroides G6PDH, diaphorase/resazurin coupled fluorescence, 45 min. 200,000 tested, 0.12% active. AID 1020. inhibition, % at 5 µM; in the data active means inhibition above about 50%
# Hsp70 activator: transcriptional activators of Hsp70; HeLa Hsp70 promoter luciferase reporter, luminescence; scaled: vehicle 0, proteasome-inhibitor control 100%; activation, % at 10 µM; 200,000 tested, 0.04% active;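 active means activation above the mean across all tested compounds plus 3 SD, cutoff set per campaign, cut at about 5.5% in these data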;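 further: 100% = MG132 at 30 µM as the positive control and 0% = DMSO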
# * = called active by the depositor; . = not tested or not shown. An excerpt (hit frequency here may not be typical).
# Values in the order: STAT1 act	STAT1 blocker	STAT3 act	APP transl inh	TLR4 MyD88 comp	Diaph inh CS	STAT3 blocker	Diaphorase act	G6PDH CS	Hsp70 activator
1. COc1ccc(CN2CCN(C(=O)Cc3ccccc3)CC2)c(OC)c1
 : 95.6	4.9	94.3	0.7	-15.4	0.0	10.1	1	-1.5	-0.4
2. O=C1NC(=O)C(=Cc2cc(Cl)ccc2OCc2ccc(C(=O)O)cc2)C(=O)N1
 : 104.6	-8.5	106.7	-7.8	0.3	-0.7	-3.2	1	3.5	0.0
3. COC(=O)N(C)c1ccc(C(O)(C(=O)OC)C(F)(F)F)cc1 (stereo unspecified)
 : 102.5	-2.9	103.9	2.6	-12.2	14.2	-0.5	0.9	-6.1	-0.1
4. CN1CCN(c2ccc([N+](=O)[O-])cc2Cl)CC1
 : 91.6	9.5	98.2	-19.9	15.6	7.4	4.4	0.9	2.3	-0.3
5. CC(=O)N(C1=NCCCS1)c1ccccc1F
 : 105.7	-6.2	97.3	9.9	-0.9	12.2	5.8	0.9	-0.1	0.1
6. O=C(C1CCCN(c2nnc(-n3cccc3)s2)C1)N1CCC2(CC1)OCCO2 (stereo unspecified)
 : 98.3	0.6	98.7	-4.8	-5.2	15.7	5.3	0.8	-11.4	0.3
7. COC(=O)C(O)(c1ccc2c(c1)CCCN2)C(F)(F)F (stereo unspecified)
 : 103.5	-2.4	103.2	11.2	3.0	12.9	2.8	0.9	-0.2	-0.2
8. CCCC(C)C1(CC)C(=O)NC(=Nc2ccc(F)cc2)NC1=O (stereo unspecified)
 : 98.7	1.5	103.0	5.4	-4.2	17.9	6.7	0.8	-11.4	-0.3
9. COC(=O)C(c1ccccc1)N1CCCCCC1 (stereo unspecified)
 : 101.2	2.8	100.5	15.7	0.4	-2.3	-0.4	1	26.2	-0.1
10. CCCCn1c(O)c(/C=N/N2CCCCC2c2cccnc2)c(=O)[nH]c1=S (stereo unspecified)
 : 101.1	-1.1	105.3	4.6	-12.6	13.8	-11.1	0.9	22.7	-0.5
11. CC12CCCCC1=[N+]([O-])CN2O (stereo unspecified)
 : 99.2	0.9	105.2	-2.8	-8.7	18.1	-3.6	0.8	-18.4	0.2
12. CC(O)(CS(=O)(=O)c1ccccc1)C(=O)Nc1cccc(C(F)(F)F)c1 (stereo unspecified)
 : 105.2	-5.8	109.4	3.4	8.0	13.3	-5.6	0.9	2.9	-0.1
13. CCC(CC)C1C(C#N)=C(N)Oc2c1c(=O)oc1ccccc21 (stereo unspecified)
 : 100.4	2.2	95.4	-7.6	4.2	16.3	6.9	0.8	4.6	-0.5
14. N#Cc1ccccc1Cn1cc(C(=O)c2ccco2)c2ccccc21
 : 96.4	3.9	92.5	1.7	-7.4	38.1	11.0	0.6	-27.8	0.0
15. O=C1NC(=O)N(Cc2ccco2)C(=O)/C1=C/c1cccn1CCOc1ccccc1Cl
 : 111.8	-12.9	97.3	1.8	10.3	20.1	-1.8	0.8	15.7	0.2
16. Nc1c(C(=O)OC2CCCCC2)c2nc3ccccc3nc2n1CC1CCCO1 (stereo unspecified)
 : 98.6	1.6	97.8	3.6	-6.3	34.3	7.8	0.7	3.4	-0.1
17. CNC(=O)N(C)c1nnc(C(C)(C)C)s1
 : 95.2	5.2	94.9	-4.1	-8.3	19.1	13.5	0.8	-0.7	-0.1
18. Cc1ccc(S(=O)(=O)N2CCCC(C(=O)N3CCC4(CC3)OCCO4)C2)cc1 (stereo unspecified)
 : 94.0	6.6	93.0	2.9	-4.3	4.9	10.6	1	15.8	-0.4
19. CCCCOC(=O)COc1cc(C)cc2oc(=O)c3c(c12)CCC3
 : 99.9	-1.7	96.2	17.9	-4.6	23.0	8.8	0.8	10.7	-0.3
20. O=C(CN1CCOCC1)c1ccc2cc[nH]c2c1
 : 104.8	-5.4	98.9	-11.7	-4.0	2.9	6.5	1	-9.6	-0.3
21. Cc1ccc(C)c(NC2=NCCCS2)c1
 : 98.4	1.7	103.0	-8.0	-7.3	5.7	2.6	0.9	-5.8	0.2
22. CCOC(=O)[C@@]1(C#N)[C@@H]2C=CC(C(N)=O)=CN2[C@@H](C(N)=O)[C@@H]1c1cccc(Cl)c1
 : 100.3	-0.4	100.9	-7.8	1.4	37.4	2.8	0.6	-4.9	-0.4
23. CCN(CC)S(=O)(=O)N1CCC(C(=O)N2CCC3(CC2)OCCO3)CC1
 : 88.0	12.4	91.4	-15.9	-2.4	0.3	12.6	1	2.7	-0.1
24. CSc1ccc(CNC2CN3CCC2CC3)cc1 (stereo unspecified)
 : 99.7	0.3	96.3	-3.0	4.3	13.9	10.1	0.9	-5.8	-0.3
25. CC(C)(C)n1cccc1/C=C1\C(=O)NC(=O)N(c2ccccc2)C1=O
 : 106.3	-7.0	102.0	3.4	-7.5	12.5	0.3	0.9	14.0	-0.5
26. CCN(CC)C(=O)c1ccc(NC(=O)Cn2nc(C)c3ccccc3c2=O)cc1
 : 97.2	4.4	94.5	-16.4	-2.3	17.3	10.9	0.8	3.7	0.0
27. CP(=O)(O)CN1CCCCC1
 : 108.1	-11.3	106.9	-5.7	-8.9	-6.6	-1.9	1.1	4.0	-0.1
28. CC1(C)CC(n2[nH]c(=O)c3c2NC(=O)CSC3c2ccc(F)cc2)CCO1 (stereo unspecified)
 : 94.7	6.9	95.9	14.2	-6.5	21.6	11.3	0.8	6.8	-0.3
29. O=C1NC(=O)N(Cc2ccccc2)C(=O)/C1=C/c1cnc(-c2ccccc2)nc1
 : 109.8	-11.8	102.9	-8.9	6.7	13.2	0.0	0.9	10.0	-0.3
30. CCC(=Nc1ccc(OC)cc1OC)c1c(O)n(C2CCCCC2)c(=O)[nH]c1=O
 : 101.4	-1.6	108.2	14.3	8.6	8.4	-7.3	0.9	1.6	-0.1
31. O=P(NCc1ccccc1)(Oc1ccccc1)Oc1ccccc1
 : 103.5	-3.9	103.8	-18.6	-2.5	16.5	-9.2	0.8	5.6	-0.5
32. C/C(=N\N1CCCCC1c1cccnc1)c1c(O)n(C2CCCCC2)c(=S)[nH]c1=O (stereo unspecified)
 : 101.1	-1.3	105.8	-10.1	-12.6	20.3	-6.1	0.8	4.1	-0.4
33. Brc1ccc(CN2CCNCC2)s1
 : 100.6	-0.7	96.8	12.4	1.7	8.1	7.3	0.9	3.9	-0.2
34. COc1cc(C)cc(CN2CC=C(c3ccccc3)CC2)c1O
 : 101.3	-1.3	100.2	-6.1	14.1	9.2	-0.5	0.9	14.5	-0.2
35. O=C(c1cccc(C(F)(F)F)c1)C1CCCN(Cc2ccccc2O)C1 (stereo unspecified)
 : 93.2	6.9	100.0	-25.0	-8.8	14.3	5.6	0.9	8.9	-0.3
36. O=C(CN1CC=C(c2ccccc2)CC1)NC(=O)NCc1ccco1
 : 100.5	-0.6	106.4	-3.7	-2.4	9.3	0.3	0.9	3.5	-0.1
37. O=c1cccc2n1CC1CC2CN(S(=O)(=O)c2ccccc2)C1 (stereo unspecified)
 : 102.1	-2.4	100.4	-3.6	-2.1	4.0	3.1	1	-0.9	-0.3
38. NC1CCCCC1N=Cc1c(O)n(Cc2ccc(F)cc2)c(=O)[nH]c1=O (stereo unspecified)
 : 104.1	-4.5	99.1	-17.5	-0.3	24.3	5.9	0.8	11.6	-0.2
39. CCn1c(=O)cc(OCC(=O)N2CCN(Cc3ccc4c(c3)OCO4)CC2)c2ccccc21
 : 93.9	6.7	92.4	-6.9	-2.2	17.4	12.9	0.8	6.1	-0.3
40. CC(C)n1c(=O)c(C=Nc2ccc(Br)cc2)c(O)n(Cc2ccco2)c1=O
 : 87.6	13.9	78.5	4.0	14.6	24.0	26.6	0.8	-3.2	-0.1
41. CCOC(=O)C(C)(CC)NC(=O)CSP(=S)(OCC)OCC (stereo unspecified)
 : 101.1	-1.2	98.1	18.3	7.5	-8.2	8.1	1.1	-4.8	-0.2
42. CC1CCN(CC(=O)c2ccc3c(c2)OCCO3)CC1
 : 138.8*	-43.5	111.9	-146.4	4.3	13.6	-6.7	0.9	-2.3	0.2
43. COc1ccc(/C=N\N=C(N)N)cc1
 : 94.6	5.2	101.0	-6.8	1.2	16.1	1.0	0.8	-6.9	0.0
44. COc1ccc(-c2cc(-c3ccccc3)[n+](C)c(-c3ccccc3)c2)cc1
 : 98.0	0.6	70.7	-1.6	1.7	7.4	36.3	0.9	-0.2	-0.2
45. COC(=O)CCCNC(=O)CN1CC(c2ccccc2)CC1=O (stereo unspecified)
 : 91.8	9.0	96.4	-10.3	-2.1	5.8	8.9	0.9	-0.9	0.7
46. COc1ccc2nc(/N=C/c3c(O)n(-c4cccc(Cl)c4)c(=O)[nH]c3=O)sc2c1
 : 104.3	-4.8	113.0	2.2	-7.4	-6.5	-4.7	1.1	5.4	-0.2
47. COc1cc(C2NCc3ccccc3-n3cccc32)ccc1O (stereo unspecified)
 : 105.4	-5.9	105.6	-0.4	12.6	16.7	-2.1	0.8	-4.1	-0.1
48. OC(CCNCCc1c[nH]c2ccccc12)C(F)(F)F (stereo unspecified)
 : 92.4	8.0	104.5	-27.2	9.7	7.0	-0.3	0.9	2.1	-0.2
49. Cc1ccc2nc(N3CCC(C(=O)N4CCC5(CC4)OCCO5)CC3)sc2c1
 : 114.0	-15.4	99.6	-27.4	7.9	7.9	4.7	0.9	2.1	-0.1
50. CN1C(=O)c2ccccc2NC(=O)C1Cc1ccccc1 (stereo unspecified)
 : 96.5	2.6	.	12.5	-10.0	-21.0	.	1.2	19.5	-0.3
51. N#CCC(=O)NN1Cc2ccccc2C1=N
 : 103.6	-4.0	101.9	12.2	2.1	8.6	1.4	0.9	-6.2	-0.3
52. CC(C)(C)N(NC(=O)c1ccccc1)C(=O)c1ccccc1
 : 106.3	-7.0	99.4	2.5	11.0	11.3	3.5	0.9	4.8	-0.2
53. CC(C)=CCSc1nnc([C@@H](N)Cc2c[nH]c3ccccc23)o1
 : 95.1	5.3	100.1	21.6	2.1	19.5	4.1	0.8	-16.0	-0.3

# Some of the entries so far, as tab-separated lines.
No.	SMILES	STAT1 act	STAT1 blocker	STAT3 act	APP transl inh	TLR4 MyD88 comp	Diaph inh CS	STAT3 blocker	Diaphorase act	G6PDH CS	Hsp70 activator
49	Cc1ccc2nc(N3CCC(C(=O)N4CCC5(CC4)OCCO5)CC3)sc2c1	114.0	-15.4	99.6	-27.4	7.9	7.9	4.7	0.9	2.1	-0.1
50	CN1C(=O)c2ccccc2NC(=O)C1Cc1ccccc1 (stereo unspecified)	96.5	2.6	.	12.5	-10.0	-21.0	.	1.2	19.5	-0.3
47	COc1cc(C2NCc3ccccc3-n3cccc32)ccc1O (stereo unspecified)	105.4	-5.9	105.6	-0.4	12.6	16.7	-2.1	0.8	-4.1	-0.1
51	N#CCC(=O)NN1Cc2ccccc2C1=N	103.6	-4.0	101.9	12.2	2.1	8.6	1.4	0.9	-6.2	-0.3
